Source: PubChem BioAssay (National Center for Advancing Translational Sciences (NCATS))
4-MU autofl = qHTS Assay for Spectroscopic Profiling in 4-MU Spectral Region; compound autofluorescence, 340/450 nm, 4-MU equivalents; stronger effect = higher value; max dye-equivalent concentration, M; hit rate 11% among 59,000; AID 589, 2007; in the data active = max dye-equivalent concentration above about 10 nM; inconclusive = mostly about 1.1 nM to 9.6 nM
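Compounds in 100 mM Tris, pH 8.0, incubated 15 min at room temperature, then fluorescence read at 340 nm excitation/450 nm emission. Signal converted to 4-MU dye-equivalent concentration using an on-plate six-point 4-MU standard curve.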
GFP derepression = qHTS Assay for Epigenetic Modulators | mouse C127i GFP locus derepression, cytometry, 30 h | Potency, µM (series often up to 46.1 µM), inactives show top-dose GFP derepression (activation) | hit rate 0.09% among 68,000; note: % of control where 0% means no effect
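Read-out is the number of GFP-positive cells, scored as fluorescent objects 20 to 120 um wide, reflecting derepression of a silenced CMV-GFP reporter in murine C127i cells after 30 h compound exposure at 37 C.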
A350 fluor = qHTS Assay for Spectroscopic Profiling in A350 Spectral Region | max dye-equivalent concentration, M | hit rate 11% among 59,000 | Compound autofluorescence, 340/450 nm, Alexa 350 dye-equivalents; stronger effect = higher value | AID 590, 2007; in the data active = max dye-equivalent concentration above about 10 nM; inconclusive = mostly about 1.1 nM to 9.6 nM
Ub-GFP proteasome = Ubiquitin-GFP Assay; Ubiquitin-GFP reporter cells, proteasome inhibition, GFP fluorescence; response scale: untreated = 0%, 10 µM MG-132 = 100%; Potency, µM (top dose mostly 45.9 µM), inactives show at the highest dose activation (GFP accumulation), most hits filed as activators; 67,000 tested, under 10 active; active = well fitted activation curve with a large enough effect, not every such curve was filed as active; inconclusive = small, poorly fitted or top-dose-only effect, or another doubt; inactive = no such curve, though single readings can be large or run the other way; note: potency is the fitted concentration of half-maximal effect
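U2OS Ub(G76V)-GFP reporter; O/N plating, 0.5% FBS; cpd 46 uM–2.9 nM, 4 h, 37 °C; GFP+ cell count, 488/515 nm; norm. to basal vs 10 uM MG-132; CRC fit.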
BRCT PPI green = qHTS Assay for Inhibitors of BRCT-Phosphoprotein Interaction (Green Fluorophore). hit rate 0.05% among 75,000. BRCA1 BRCT-phosphopeptide binding, green fluorescence polarization. Potency, µM (top dose mostly 76.9 µM), without a hit: top-dose activity change, negative = inhibition, actives largely listed as inhibitors;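 note: potency is the fitted concentration of half-maximal effect; plate controls were peptide without protein for full effect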
Target sequence (P38398 whole entry, looked up): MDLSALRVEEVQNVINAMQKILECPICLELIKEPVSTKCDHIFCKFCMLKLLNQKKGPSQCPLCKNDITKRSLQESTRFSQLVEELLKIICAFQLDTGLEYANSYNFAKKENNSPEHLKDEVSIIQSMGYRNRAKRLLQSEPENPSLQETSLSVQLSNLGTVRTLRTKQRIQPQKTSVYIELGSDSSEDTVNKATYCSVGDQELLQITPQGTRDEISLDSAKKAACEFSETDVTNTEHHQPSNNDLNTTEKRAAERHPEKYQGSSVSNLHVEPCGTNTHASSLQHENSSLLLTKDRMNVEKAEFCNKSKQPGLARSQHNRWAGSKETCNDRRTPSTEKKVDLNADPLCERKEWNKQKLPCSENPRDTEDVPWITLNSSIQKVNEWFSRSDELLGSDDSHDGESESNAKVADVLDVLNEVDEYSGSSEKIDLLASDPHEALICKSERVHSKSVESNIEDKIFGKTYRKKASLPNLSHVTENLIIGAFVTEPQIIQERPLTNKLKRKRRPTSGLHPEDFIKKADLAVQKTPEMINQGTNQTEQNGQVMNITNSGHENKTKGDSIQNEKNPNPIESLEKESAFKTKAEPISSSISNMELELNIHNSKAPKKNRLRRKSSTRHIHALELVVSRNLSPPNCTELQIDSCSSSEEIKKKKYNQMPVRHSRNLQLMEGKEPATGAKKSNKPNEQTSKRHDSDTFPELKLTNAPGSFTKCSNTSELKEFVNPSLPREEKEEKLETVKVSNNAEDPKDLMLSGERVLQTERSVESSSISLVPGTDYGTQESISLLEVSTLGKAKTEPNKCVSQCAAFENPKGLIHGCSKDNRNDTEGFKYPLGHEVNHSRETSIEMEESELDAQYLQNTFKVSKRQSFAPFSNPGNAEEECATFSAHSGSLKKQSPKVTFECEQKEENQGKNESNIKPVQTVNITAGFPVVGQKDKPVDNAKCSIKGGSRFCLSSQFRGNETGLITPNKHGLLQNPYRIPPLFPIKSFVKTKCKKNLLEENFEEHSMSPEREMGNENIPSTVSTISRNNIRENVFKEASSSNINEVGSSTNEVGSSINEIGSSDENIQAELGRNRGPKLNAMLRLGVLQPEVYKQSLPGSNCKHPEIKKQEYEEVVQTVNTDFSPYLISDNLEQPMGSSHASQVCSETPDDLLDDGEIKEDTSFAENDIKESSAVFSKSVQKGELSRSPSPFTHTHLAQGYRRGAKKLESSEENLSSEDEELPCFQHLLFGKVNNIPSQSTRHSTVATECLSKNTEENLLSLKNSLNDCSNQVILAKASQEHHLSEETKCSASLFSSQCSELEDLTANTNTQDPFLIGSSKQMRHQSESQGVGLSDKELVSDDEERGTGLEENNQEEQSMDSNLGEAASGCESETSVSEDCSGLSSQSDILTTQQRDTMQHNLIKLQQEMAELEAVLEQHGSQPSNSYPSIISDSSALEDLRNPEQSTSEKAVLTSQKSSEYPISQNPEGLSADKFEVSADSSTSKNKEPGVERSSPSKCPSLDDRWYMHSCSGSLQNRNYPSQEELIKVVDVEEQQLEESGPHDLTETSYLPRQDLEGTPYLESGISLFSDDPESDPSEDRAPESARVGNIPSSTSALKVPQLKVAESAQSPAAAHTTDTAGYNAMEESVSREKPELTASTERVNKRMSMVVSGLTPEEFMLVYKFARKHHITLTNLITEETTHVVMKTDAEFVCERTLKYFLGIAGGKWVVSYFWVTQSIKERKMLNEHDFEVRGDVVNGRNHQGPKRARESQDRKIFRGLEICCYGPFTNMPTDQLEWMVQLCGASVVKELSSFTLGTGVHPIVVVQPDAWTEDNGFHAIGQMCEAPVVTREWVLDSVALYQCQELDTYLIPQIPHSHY
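Fluorescence polarization: His-tagged BRCT (~35 kDa BRCA1 C-terminus, 250 nM) bound to 100 nM fluorescein-labeled phosphorylated 10-aa BACH1 peptide, pH 7.3 phosphate buffer with DTT and Tween 20. Compounds incubated 12 min at room temperature; inhibition read as lowered polarization.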
CRE Fsk mod = Cell signaling CRE-BLA (Fsk stim). hit rate 2.5% among 71,000. CHO CRE-bla reporter (cAMP response element driving beta-lactamase), forskolin EC10, beta-lactamase ratio. Potency, µM (top dose mostly 38.2 µM), inactives show at the highest dose activity change, negative = inhibition, hits mostly activators. AID 662, 2007; active = well fitted activation curve with a large enough effect in the signal ratio, with a control signal flat, not every such curve was filed as active; inconclusive = small, poorly fitted or top-dose-only effect, or effect the other way, or a change in a side signal; the % refers to the signal ratio; note: potency is the fitted concentration of half-maximal effect; % of control where 0% means no effect
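Modulation of forskolin signalling: compounds in titration series added with EC10 NKH 477 to CHO cells carrying a CRE-driven beta-lactamase reporter, 3 h, 37C. CCF4 FRET ratio (460/530 nm, ex 405 nm) gives %activity and AC50.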
Hsp90 Hop PPI = qHTS Assay for Disrupters of an Hsp90 Co-Chaperone Interaction; Hsp90 C-terminal peptide / TPR2A (Hop) interaction, human; AlphaScreen TPR2A-His6 binding biotin-Hsp90 C-terminal peptide; Potency, µM (series often up to 57 µM), inactives show top-dose activity change, negative = inhibition; hit rate 0.44% among 71,000; AID 595, 2007; active = well fitted curve in either direction with a large enough effect; inconclusive = small, poorly fitted or top-dose-only effect, or another doubt; note: potency is the fitted concentration of half-maximal effect; % is set by controls: 0 for no effect and ±100 for the full control effect; many of its hits are not listed in these tables
15-hLO inh = qHTS Assay for Inhibitors of 15-hLO (15-human lipoxygenase). hit rate 1.4% among 74,000. Polyunsaturated fatty acid lipoxygenase ALOX15 (Homo sapiens), P16050. purified 15hLO-1, xylenol orange hydroperoxide absorbance. Potency, µM (series often up to 57.1 µM), for the others: at the highest dose activity change, negative = inhibition, usual class: inhibitors. AID 887, 2007; note: potency is the fitted concentration of half-maximal effect; % is set by controls: 0 for no effect and ±100 for the full control effect; nearly all actives have a fitted effect of over 55% in size
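Hydroperoxide formed from arachidonic acid (50 uM) by purified human 15hLO-1 (40 nM) oxidizes ferrous iron, and the ferric-xylenol orange complex is read at 573 versus 405 nm. Compounds were preincubated 15 min; reaction ran 6 min at room temperature.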
BRCT inh red = qHTS Assay for Inhibitors of BRCT-Phosphoprotein Interaction (Red Fluorophore); Breast cancer type 1 susceptibility protein (Homo sapiens), P38398; BRCT-phosphopeptide binding, red fluorescence polarization; Potency, µM (top dose mostly 76.9 µM), for the others: at the highest dose activity change, negative = inhibition, most hits filed as inhibitors; hit rate 0.03% among 75,000; note: % is set by controls: 0 for no effect and ±100 for the full control effect
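Rhodamine-labelled pBACH1 10-mer (100 nM) bound to BRCT domain (100 nM) at pH 7.3; compounds incubated 12 min room temperature, polarization read. Free peptide defines full inhibition; unlabelled decapeptide titrated as control.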
DNA Pol III inh = qHTS Assay for Inhibitors of DNA Polymerase III Holoenzyme System; reconstituted DNA polymerase III holoenzyme replication, biochemical; Potency, µM (titrated, usually from 57.1 µM), for the others: at the highest dose activity change, negative = inhibition; hit rate 0.25% among 71,000; note: potency is the fitted concentration of half-maximal effect; % is set by controls: 0 for no effect and ±100 for the full control effect
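Reconstituted *E. coli* holoenzyme (0.35 nM Pol III, 1 nM beta, 154 nM SSB, 2 nM primase) was preincubated with compound for 15 min at RT. Synthesis on 1.4 nM ssM13Gori ran 35 min, then was stopped with PicoGreen/EDTA and read as dsDNA fluorescence.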
HBB splice mod = qHTS Assay for Modulators of Hemoglobin Beta Chain Splicing. HBB splicing reporter cell assay, activation; EGFP reporter with mutant IVS2-654 intron; response scale: normalised to 500 nM splice-correcting PNA. Potency, µM (top dose mostly 46.1 µM), for the others: at the top dose activation, most hits filed as activators. hit rate 0.06% among 65,000; note: potency is the fitted concentration of half-maximal effect; 0% is about no effect
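Compounds were applied for 2 days to HeLa EGFP-654 cells, 500/well in Optimem with 2% FCS. The reporter's EGFP is disrupted by mis-splicing of beta-globin intron IVS2-654. Readout: summed well GFP fluorescence from 488 nm laser scanning; reference was 500 nM antisense […] 654 PNA.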
Starred values were filed as active, the others as inactive; i = inactive; ? = inconclusive; / = no result given; & = joins results of further samples; [ ] = dose if it differs, or a comment. Unless noted, calls come from the whole dose curve; as a rule, active = well fitted curve in the direction sought with a large enough effect; inconclusive = small, poorly fitted or top-dose-only effect, or another doubt; inactive = no such curve, though single readings can be large; an effect the other way counts as inactive or inconclusive.

Sequence of screens – 4-MU autofl, GFP derepression, A350 fluor, Ub-GFP proteasome, BRCT PPI green, CRE Fsk mod, Hsp90 Hop PPI, 15-hLO inh, BRCT inh red, DNA Pol III inh, HBB splice mod
c1ccc2[nH]c(SCc3ccc(-c4nnco4)cc3)nc2c1
    i, -1%, i, -1%, 0.2%, ?, -3%, -3%, 0.9%, -6%, 4.2%
CCCN1CC=C2C(C#N)=C(N)C(C#N)(C#N)C(c3cccc(OC)c3OC)C2C1 (configuration not stated)
    5e-07M*, 6%, 5e-07M*, -6%, -18%, ?, -23%, -26%, -1.0%, 7%, 0.8%
CCn1c2ccccc2c2cc(NC(=O)CSc3nnc(-c4ccccc4OC)n3N)ccc21
    i, 3%, i, 2%, -2.3%, ?, 0%, -1%, -2.1%, -16%, -0.4%
Cc1c(C(=O)N2CC(C)OC(C)C2)sc2nc(-c3ccc(F)cc3)cn12 (configuration not stated)
    i, 8%, i, 1%, -0.3%, 11%, 1%, 9%, -2.1%, -2%, -0.4%
CCC(=O)OCCn1c(Br)nc2c1c(=O)[nH]c(=O)n2C
    i, -2%, i, 0%, -0.7%, 10%, 0%, -6%, -0.6%, -4%, /
C1CCC(N=C(NC23CC4CC(CC(C4)C2)C3)N2CCOCC2)CC1
    i, -1%, i, 7%, -3.5%&-0.5%, -6%, 2%, -22%&3%, 0.2%&-1.6%, -3%, -0.9%&0.7%
COc1ccccc1N1CCN(S(=O)(=O)c2ccccc2F)CC1
    i, -2%, ?, 0%, -0.8%, 5%, -1%, 2%, -0.2%, -1%, 1.3%
COc1ccc(CNc2nc3c(c(=O)n(Cc4ccc(Br)cc4)c(=O)n3C)n2C)cc1
    i, 0%, i, 0%, -0.5%, 5%, -4%, -4%, 1.5%, -2%, 1.7%[1.84 µM]
O=C1CC(C(=O)Nc2ccccc2)C2(CCCC2)O1 (configuration not stated)
    i, 1%, i, 2%, -5.5%, ?, 1%, 6%, -0.8%, -3%, /
C=C(Cl)COc1ccc2c(C)cc(=O)oc2c1
    /, -2%, /, -5%[9.17 µM], 0.6%, ?, 4%[11 µM], 7%[11.4 µM], 0.5%, -7%[11.4 µM], 1.3%[0.0738 µM]
O=C(NCc1ccccc1)C1CCN(S(=O)(=O)N2CCCCCC2)CC1
    i, 0%, i, -3%, -1.9%, -5%, -6%, 0%, 1.0%, -6%, -1.7%[57.5 µM]
COc1ccc(S(=O)(=O)N2CCC(C(N)=O)(N3CCCCC3)CC2)cc1
    /, -4%, /, 6%, -0.2%, -2%, -2%, 6%, -0.5%, 5%, -0.2%
CCC(C)(C)n1nnnc1CN(Cc1cc2cc(OC)ccc2[nH]c1=O)C1CCCC1
    5.6e-08M*, 0%, 8.4e-08M*, 4%, -0.3%, ?, -5%, ?, -4.0%, -1%, -3.0%
CCOC(=O)C1CCN(Cc2ccc(O)c3ncccc23)CC1
    i, ?, i, 0%, -2.2%, 13%, 5µM*, 14%, 0.2%, -10%, /
O=C(Nc1ccc(CN2CCOCC2)cc1)c1cccs1
    i, -1%, i, -3%, 0.9%, 1%, 1%, 0%, -3.3%, 2%, 3.3%
O=c1oc2ccccc2c2c1ncn2C1CCCCC1
    i, 0%, i, -1%, 1.5%, ?, -5%, -2%, -3.2%, 2%, -1.4%
Cc1cc(C)c(NC(=O)NC(=O)c2cccc(F)c2)c(C)n1
    i, 0%, i, -3%, 0.2%, 3%, ?, 1%, 0.7%, 5%, -0.2%
CCOC(=O)c1ccccc1NC(=O)c1ccc(N(C)S(C)(=O)=O)cc1
    i, 0%, i, -3%, -2.8%, 13%, 1%, -6%, 0.3%, -1%, 0.0%
O=C(NCCc1c[nH]c2ccccc12)c1ccc(S(=O)(=O)NCc2ccco2)cc1
    i, -1%, i, -1%, -1.1%, ?, -7%, -14%, -1.0%, 0%, 0.2%[57.5 µM]
c1coc(CN(Cc2cccs2)Cc2nnnn2C2CCCCC2)c1
    i, -2%, i, -4%, 1.7%, 13%, 17%, -14%, -0.3%, 4%, /
O=C(COc1ccc(Cl)cc1Cl)NC1CCSC1=O (configuration not stated)
    i, -1%, i, -13%, -2.7%, 1%, 4%, 2%, -0.3%, -8%, -3.8%
FC(F)(F)c1ccccc1-c1nc(NCCN2CCOCC2)c2ccccc2n1
    i, -2%[9.22 µM], i, -11%, 0.2%, ?, -1%, -2%, 0.2%, -10%, 4.0%
OC[C@@H]1O[C@@H](O)[C@H](N=Cc2ccc3c(c2)OCO3)[C@@H](O)[C@@H]1O
    i, 0%[9.22 µM], i, -5%[9.17 µM], -1.1%[15.4 µM], 0%[7.6 µM], -5%[11 µM], 10%[11.4 µM], -0.1%[15.4 µM], -19%[11.4 µM], 2.1%[9.22 µM]
Cn1c(C(=O)NCCN2CCN(c3ccccc3F)CC2)cc2c(=O)n(C)c3ccccc3c21
    /, /, /, -14%, -1.1%, ?, -6%[2.3 µM], -2%, 0.1%, -7%, -0.3%
O=C(C1CC1)N1CCC(c2nc(-c3ccc(S(=O)(=O)NCC4CCCO4)cc3)no2)CC1 (configuration not stated)
    i, 2%, i, -3%, 0.6%, -4%, -3%, 13%, -1.2%, -10%, -3.1%
CCC(=O)Nc1sc2c(c1C(N)=O)CCN(C(C)=O)C2
    /, /, /, -7%, -0.8%, 0%, -3%, 12%, -0.7%, -8%, 0.3%
COC(=O)[C@@]1(Cc2ccc(OC)cc2)[C@H]2c3cc(C(=O)N4CCCC4)n(Cc4ccc(C)c(F)c4F)c3C[C@H]2CN1C(=O)c1ccccc1
    /, /, /, /, 3.3%, -13%, -15%, /, -0.3%, 4%, 1.7%
COc1cc(C)c(C)cc1S(=O)(=O)N1CCCCC1c1cccnc1 (configuration not stated)
    i, 2%, i, 3%, 1.2%, 2%, -1%, -4%, -2.6%, -7%, -0.5%
CN(C)S(=O)(=O)c1ccc(NC(=O)c2cc3ccccc3o2)cc1
    2.6e-08M*, 0%, 2.7e-08M*, -13%, 3.1%, -3%, 4%, -5%, 0.9%, -2%, -0.1%
COc1cc(S(=O)(=O)NC2CCCCC2C)ccc1Cl (configuration not stated)
    i, 0%, i, 5%, 0.2%, 5%, -1%, 1%, -2.0%, -1%, -0.4%
Cc1nnc(SCc2nnc(-c3ccccc3)o2)n(N)c1=O
    i, 0%, i, 3%, -1.0%, -3%, -1%, 17%, 1.2%, -1%, -0.1%[57.5 µM]
CC1(C)CCC[C@@]2(C)[C@@H]1CC[C@]1(C)OC(=O)C[C@@H]21
    i, -2%[9.22 µM], i, 5%, /, ?, ?, /, /, -2%, /
O=C(NCCN1C(=O)C2C3C=CC(C3)C2C1=O)N1CCOCC1 (configuration not stated)
    /, /, /, 1%, -1.8%, -3%, -5%[2.3 µM], -1%, 1.1%, 4%, 0.2%
Cn1cc(S(=O)(=O)NCc2ccco2)c(=O)n(C)c1=O
    /, /, /, -3%, 2.6%, 6%, -1%, 6%, -0.5%, -2%, 0.3%
O=C(COC(=O)c1ccncc1)NCc1ccccc1
    i, 1%, i, 0%, 0.6%, -3%, -5%, 9%, 1.9%, -8%, -1.9%
CS(=O)(=O)N1CCC[C@@]2(CCN(Cc3ccc(C#N)cc3)C2)C1
    i, 0%[9.22 µM], i, 9%, -1.2%, 0%, -1%, 10%, -3.2%, -4%, 0.5%
O=C(CCc1nc2ccccc2s1)N1CCN(S(=O)(=O)c2cccs2)CC1
    i, -2%, i, -2%, 0.0%, 21%, -3%, -3%, -1.2%, -1%, -0.4%
O=C(c1coc2ccc(O)c(CN3CCOCC3)c12)C1CC1
    i, 0%, i, 5%, -0.1%, ?, -1%, 4%, -1.7%, -1%, -0.6%
CC1(C)CC(OC(=O)c2ccco2)CC(C)(C)N1O
    i, 0%, i, -9%, -1.6%, ?, -3%, 6%, 0.2%, -6%, -0.9%
CCOC(=O)c1cc(NC(=O)Nc2ccc(OC)c(OC)c2)c(C)nc1C
    i, 6%, ?, 1%, 3.0%, ?, -9%, 5%, 0.5%, -1%, 4.6%
